# Screening data (PubChem)
# MITF act: MITF TRPM1 promoter activation in melanoma cells; SK-MEL-5 TRPM1-promoter luciferase, 24 h; % of positive control, neutral wells = 0; activation, % at 12.5 µM; 300,000 compounds, 0.75% hits;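 active means mean activation of at least 80% with every replicate also reaching 80%; inconclusive means mean reaches 80% but some replicate falls short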;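 further: 0% = neutral control wells and 100% = parthenolide positive control wells; values of inactives mirror those of a sister screen read the other way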
# phage Ecoli inh: E. coli growth loss with phage present; growth absorbance; inhibition, % at 11.9 µM; 360,000 compounds, 0.26% hits; AID 651602; in the data active means inhibition above about 11%
# Wnt act: activators of Wnt/beta-catenin signaling; Wnt/beta-catenin reporter cell assay, activator, plate reader; activation, % at 9.35 µM; 300,000 compounds, 1.2% hits; in the data active means activation above about 30%, passing the limit was not always enough; inconclusive means no clear call, values can overlap the other calls;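 further: 0% = neutral control wells and 100% = positive control wells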
# SR-BI DiI-HDL act: activators of SR-BI mediated HDL lipid uptake; activation, % at 12.5 µM; CHO ldlA[mSR-BI] cells, DiI-HDL uptake fluorescence, 3 h; 100 = double the neutral-control signal; 320,000 compounds, 0.096% hits;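 active means mean replicate activation of at least 60% and every replicate at or above 60%; inconclusive means mean or all-replicate condition met, but not both; inactive means mean below 60% and not all replicates reaching 60%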;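 further: 0% = median plate neutral-control signal and 100% = twice that signal; values of inactives mirror those of a sister screen read the other way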
#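 Material – SR-BI-overexpressing, LDLR-lacking CHO cells · Medium – BSA-supplemented, HEPES-buffered Ham's F12, pH 7.4 · Doses – single concentration · Times – compound with DiI-HDL co-incubation, 3 h at 37 °C · Measured by – bottom-read fluorescence, 550/595 nm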
# Ecoli viability: bacterial growth inhibition, counter-screen for AddAB inhibitors | E. coli V3065 growth, OD600 absorbance, 18 h | inhibition, % at 11.9 µM | 330,000 compounds, 0.27% hits;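 active means inhibition above the campaign's mean inhibition across all tested compounds plus 3 SD, cut at about 9.9% in these data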;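 further: uninfected addAB+ strain grown without phage in ampicillin broth; 0% = DMSO wells and 100% = ciprofloxacin 0.95 µg/ml wells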
# AddAB inh: less growth of phage-infected E. coli with AddAB; E. coli expressing H. pylori AddAB, absorbance growth; inhibition, % at 11.9 µM; 330,000 compounds, 0.29% hits; AID 435030; in the data active means inhibition above about 12%;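 further: 0% = vehicle wells of infected cells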
# CAL PDZ FP-1: inhibitors of human CAL PDZ peptide binding | Q9HD26 | purified CAL PDZ, TMR-peptide fluorescence polarization, 1 h | inhibition, % at 24.9 µM | 300,000 compounds, 0.92% hits | AID 602252;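 active means mean inhibition of at least 30% with at least half of replicates also reaching 30%; inconclusive means no clear call, values can overlap the other calls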;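 further: 0% = DMSO neutral control and 100% = excess unlabeled competitor peptide PRC23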
# Tat transport: blocks Tat-dependent protein export in E. coli. E. coli MC4100 TorA-mCherry Tat export, fluorescence. inhibition, % at 10 µM. 340,000 compounds, 0.036% hits. AID 488895;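 active means mean replicate inhibition at least 50% and at least half of replicates individually reaching 50%; inconclusive means only one of the two criteria met; inactive means neither criterion met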;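 further: exported cargo escapes ClpAP degradation while cytoplasmic cargo is degraded and loses fluorescence; 0% = median of neutral control wells and 100% = median of NaSCN control wells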
# SR-BI DiI inh: blocks mouse SR-BI lipid uptake from DiI-HDL. 320,000 compounds, 0.96% hits. ldlA[mSR-BI] CHO cells, DiI-HDL uptake fluorescence, 3 h. inhibition, % at 12.5 µM. Q61009;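 active means mean replicate inhibition of at least 70% and a set share of replicates each scoring 70 or more; inconclusive means meets just one of the two criteria; inactive means fails both criteria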;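 further: 0% = median of neutral control wells and 100% = median of positive control wells; values of inactives mirror those of a sister screen read the other way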
# Target sequence (Q61009 whole entry, looked up): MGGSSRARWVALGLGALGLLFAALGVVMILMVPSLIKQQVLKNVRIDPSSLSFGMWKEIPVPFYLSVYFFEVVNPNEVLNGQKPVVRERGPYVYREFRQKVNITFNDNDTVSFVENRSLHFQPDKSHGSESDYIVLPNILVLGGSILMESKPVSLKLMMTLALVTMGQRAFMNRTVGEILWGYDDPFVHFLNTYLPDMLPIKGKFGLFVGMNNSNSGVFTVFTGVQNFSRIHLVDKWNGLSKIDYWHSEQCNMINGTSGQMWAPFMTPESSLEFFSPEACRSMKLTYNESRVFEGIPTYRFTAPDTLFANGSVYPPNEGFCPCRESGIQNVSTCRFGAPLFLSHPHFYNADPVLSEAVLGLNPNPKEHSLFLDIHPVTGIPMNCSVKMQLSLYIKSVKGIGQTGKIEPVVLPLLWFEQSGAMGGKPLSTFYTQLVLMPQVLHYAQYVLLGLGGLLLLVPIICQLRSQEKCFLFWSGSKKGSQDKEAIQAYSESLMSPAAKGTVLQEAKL
# CAL PDZ FP-2: human CAL PDZ-peptide interaction inhibition; Q9HD26; purified CAL PDZ, TMR-peptide fluorescence polarization, 1 h; inhibition, % at 20 µM; 330,000 compounds, 0.02% hits; AID 504414;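 active means highest replicate inhibition of at least 40%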;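 further: plate controls were DMSO neutral control wells for no effect and unlabeled competitor peptide control wells for full effect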
#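 Assay system – tagged CAL PDZ protein CerCALP, purified · Timing – 1 h at RT · Compound – single point, 20 µM · Measured by – fluorescence polarization from S- and P-plane intensities, G-factor corrected · Evaluation – inhibition from polarization loss · Probe or stimulus – TMR reporter peptide T*-PRC34 · Buffer or medium – pH 7.4 phosphate-saline buffer, reducing agent, detergent, IgG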
# * marks the source's active call; other numbers are inactive results; ? = inconclusive; . = no result given.
SMILES,MITF act,phage Ecoli inh,Wnt act,SR-BI DiI-HDL act,Ecoli viability,AddAB inh,CAL PDZ FP-1,Tat transport,SR-BI DiI inh,CAL PDZ FP-2
CCc1ccc2oc(=O)cc(CN3CCN(CCO)CC3)c2c1,.,1.0,-7.9,4.9,-1.9,2.4,-2.5,-5.1,-4.9,-2.2
CC(C)CNC(=O)[C@H](Cc1ccccc1)NC(=O)c1ccco1,-3.3,2.4,.,7.4,1.7,5.3,3.3,-1.5,-7.4,-1.7
CCCCCCCC(=O)Nc1cc(C(=O)NCCC)ccc1N1CCC2(CC1)CC(c1ccccc1)=NO2,-13.5,-1.5,5.1,-32.2,0.9,-1.4,-3.9,-4.5,32.2,-0.4
COc1ccccc1NC(=O)Nc1cccnc1,4.0,-0.6,?,6.8,0.8,4.3,8.0,26.2,-6.8,-0.7
CCCNC(=O)Nc1ccc(C)cc1C,3.2,0.4,5.6,18.4,1.3,0.7,-0.1,2.7,-18.4,0.3
COc1ccc(-c2cnc(SCCNC(=O)c3ccc4c(c3)OCO4)[nH]2)cc1,-5.7,3.3,-0.4,-28.0,0.4,5.7,-2.2,8.8,28.0,-3.2
CCCn1c(N)c(C(=O)CSc2ncc(C(F)(F)F)cc2Cl)c(=O)[nH]c1=O,8.8,0.1,-3.8,-26.4,0.3,-1.2,2.3,-4.9,26.4,-1.9
Cc1ccc(N2CC(O)Cn3c2nc2c3c(=O)n(C)c(=O)n2C)cc1 (stereo not drawn),5.6,0.7,-4.3,-4.1,-1.2,1.9,-4.1,9.1,4.1,-0.3
OCCCn1c(CCNc2nc(-c3ccc(F)cc3)cs2)nc2cc(C(F)(F)F)ccc21,-11.5,-0.2,-5.5,-9.3,-0.5,2.8,1.7,7.7,9.3,1.1
CCCCOC(=O)CSCC(=O)Nc1cc(C)on1,.,2.2,.,0.5,-1.2,-3.1,3.2,-4.4,-0.5,-2.7
O=C(O)C1CCN(C(=O)c2ccc3c(c2)OCO3)CC1,-6.1,4.9,0.1,-0.5,2.2,0.7,-1.1,-0.8,0.5,-0.3
Cc1ccc(C(=O)N/C(=C\c2ccccc2)C(=O)NCc2ccncc2)cc1,1.9,-0.5,0.1,11.4,-0.8,0.7,-1.0,12.7,-11.4,-0.7
COC(=O)c1ccccc1NC(=O)CSc1nc(NC(=O)c2ccccc2)c2c(C)c(C)oc2n1,-5.8,1.8,0.1,4.6,-1.2,3.1,-4.7,-5.2,-4.6,-2.0
COc1ccccc1NC(=S)N=Nc1c(O)[nH]c2ccc(Br)cc12,-20.2,-1.2,-11.9,-45.7,-2.1,0.2,-0.2,-1.7,45.7,-0.7
COc1ccc(-c2c(N)nnc3c2[nH]c2ccccc23)cc1OC,-4.3,1.8,-4.0,16.7,-1.6,4.7,-3.0,-2.9,-16.7,-1.0
CC(C)(C)c1cc2ncnc(N3CCCCC3)c2s1,0.0,.,.,-2.0,-4.0,2.0,8.7,3.6,2.0,0.4
Cc1c(/C=N/NC(N)=O)c2ccccn2c1C(=O)c1ccncc1,14.5,-0.8,26.3,.,-0.8,-1.1,4.9,-2.7,.,-0.5
Cc1ccc(NC(=O)COC(=O)CNC(=O)c2ccc(Br)cc2)c(C)c1,-11.1,3.9,.,15.6,0.9,2.9,1.3,4.8,-15.6,-2.2
COc1cc(C(CC(=O)N2CCN(c3ccccc3)CC2)c2c(OC)cc(OC)c3ccc(=O)oc23)cc(OC)c1OC (stereo not drawn),-2.3,1.3,25.6,6.7,-1.2,1.1,-0.9,-13.4,-6.7,0.4
Nc1cccc(Cl)c1N1CCOCC1,-2.0,1.1,-2.0,-3.9,-0.7,4.8,-3.6,3.2,3.9,-0.4

# Some of these compounds in order of their number in CAL PDZ FP-1, lowest first.
Compound,MITF act,phage Ecoli inh,Wnt act,SR-BI DiI-HDL act,AddAB inh,CAL PDZ FP-1,Tat transport,SR-BI DiI inh,CAL PDZ FP-2
COc1cc(C(CC(=O)N2CCN(c3ccccc3)CC2)c2c(OC)cc(OC)c3ccc(=O)oc23)cc(OC)c1OC (stereo not drawn),-2.3,1.3,25.6,6.7,1.1,-0.9,-13.4,-6.7,0.4
COc1ccccc1NC(=S)N=Nc1c(O)[nH]c2ccc(Br)cc12,-20.2,-1.2,-11.9,-45.7,0.2,-0.2,-1.7,45.7,-0.7
COc1ccccc1NC(=O)Nc1cccnc1,4.0,-0.6,?,6.8,4.3,8.0,26.2,-6.8,-0.7

# (list continues)
SMILES,MITF act,phage Ecoli inh,Wnt act,SR-BI DiI-HDL act,Ecoli viability,AddAB inh,CAL PDZ FP-1,Tat transport,SR-BI DiI inh,CAL PDZ FP-2
CCOC(=O)N/N=C(\C)c1ccccc1OC(F)F,0.3,2.8,.,5.0,-2.1,-1.0,6.3,2.2,-5.0,0.2
Cc1c(C(=O)N2CCCCC2C)sc2nc3n(c(=O)c12)CCC3 (stereo not drawn),9.9,1.3,-2.4,-16.4,-2.6,0.0,-0.6,-2.7,16.4,-1.5
Cc1ccccc1C(=O)NC1CCN(Cc2nnnn2Cc2ccc(F)cc2)CC1,.,2.6,-2.9,-8.5,-1.3,2.0,-1.4,5.3,8.5,-1.5
O=C(c1ccc(Cl)c(Cl)c1)N1CCC(=O)N(C(COCc2cccc(Cl)c2)Cc2ccccc2)CC1 (stereo not drawn),-7.8,1.9,-4.9,-25.0,0.7,0.8,-2.9,1.5,25.0,1.1
CSc1ccc(CCNC(=O)C2CCCN(S(=O)(=O)N3CCOCC3)C2)cc1 (stereo not drawn),-2.7,1.3,-2.8,-16.6,1.9,3.4,0.0,-8.5,16.6,-1.7
COc1ccc(-c2cc(C(=O)Nc3c(C)n(C)n(-c4ccccc4)c3=O)c3ccccc3n2)c(OC)c1,6.2,0.6,-1.1,-69.3,0.9,0.4,-4.8,-0.3,69.3,-3.3
O=C(c1ccccc1)N(Cc1nc2ccccc2c(=O)[nH]1)C1CCCCC1,10.2,3.5,1.1,2.8,1.2,-0.7,-5.2,-3.3,-2.8,-2.5
CCOC(=O)c1c(C)[nH]c(C(=O)OCc2ccccc2F)c1C,?,3.6,28.0,-40.8,-0.5,-1.5,-2.1,-0.9,40.8,-2.5
CC(NC(=O)C(=O)NN=C1CCCCCCC1)c1ccccc1 (stereo not drawn),-3.1,1.2,.,16.6,-0.1,-0.4,0.6,-16.6,-16.6,.
COc1ccc(-c2csc(-c3[nH]cnc3N)n2)cc1,22.3,3.5,-1.0,7.6,0.2,0.7,.,-4.4,-7.6,-0.7
Cc1nc(C(=O)O)cc2c1[nH]c1ccccc12,-5.4,0.1,-0.1,-3.8,-3.0,2.0,2.9,-4.4,3.8,0.1
CCN(CC(=O)Nc1ccc(OC)cc1)C(=O)c1ccc2c(c1)NC(=O)C(C)S2 (stereo not drawn),11.3,1.4,-3.3,-32.7,2.8,0.9,-10.2,-2.1,32.7,-1.9
Cn1c(SCC#N)nnc1-c1cccnc1,-1.8,2.3,-3.1,-5.7,-2.5,0.0,-4.8,-0.1,5.7,-1.9
O=C(COC(=O)c1ccccc1NCc1ccco1)Nc1ccc2c(c1)OCO2,51.9,2.5,1.4,.,-1.3,0.7,6.1,-1.6,.,0.0
COCCn1c(SCC(=O)Nc2ccc3[nH]c(=O)[nH]c3c2)nc2ccccc2c1=O,2.2,2.1,4.0,1.7,-0.3,0.0,-5.0,-2.7,-1.7,-0.4
CCc1cc(C(=O)N2CCN(C(=O)c3ccco3)CC2)sc1C,-5.4,4.9,0.3,-5.9,-1.6,0.5,-3.4,3.6,5.9,-0.1
O=C(c1cc(COc2c(F)cccc2F)on1)N1CCC(c2ccccc2Cl)C1 (stereo not drawn),49.8,2.4,-6.8,39.1,0.3,-0.3,-7.5,10.2,-39.1,-1.5
COc1ccc(/C=C/C(=O)O)cc1S(=O)(=O)NCc1ccccc1,3.1,-0.7,2.4,3.5,-1.5,0.6,-3.5,-0.1,-3.5,-2.5
C=CCn1c(NCc2ccccc2)nc2ccccc21,.,0.7,2.6,3.4,-1.0,2.5,-3.0,0.0,-3.4,-0.1
Cc1ccc(C(=O)NNC(=O)c2n[nH]c(=O)c3ccccc23)cc1C,21.1,2.2,-5.5,-1.0,-1.2,0.8,.,-3.1,1.0,-1.2
CCOC(=O)c1c2c(n(Cc3ccccc3)c1C)C(=O)C(=O)c1ccccc1-2,-102.8,-2.3,-6.2,-33.1,.,.,.,5.0,33.1,-2.8
COc1ccc(OC)c(-c2cc(C(=O)NC3CCCC3)c3ccccc3n2)c1,0.6,2.1,2.1,-35.8,-0.1,-0.9,.,-2.0,35.8,-1.0
O=C1/C(=C/c2cccc(F)c2)CSc2sccc21,-0.8,2.1,.,13.3,0.4,2.5,.,1.8,-13.3,-2.3
CCN(CC)C(=O)N1CCN(S(=O)(=O)c2ccccc2)CC1,-6.1,2.7,-0.5,4.3,-0.3,-0.2,-13.9,-1.8,-4.3,5.6
O=C(c1ccc(-n2cncn2)c([N+](=O)[O-])c1)N1CCN(c2cccc(Cl)c2)CC1,-5.3,1.3,-1.4,-11.2,2.1,0.1,-1.1,2.5,11.2,-2.9
Cc1cc(C)c2c(CN3CCCCC3C)cc(=O)oc2c1 (stereo not drawn),-7.5,-0.2,4.3,-11.6,-3.7,-0.5,-2.9,-3.4,11.6,-0.3
O=C(Nc1nc2ccccc2s1)c1cc2c(s1)-c1ccccc1OC2,55.3,1.8,14.5,7.5,1.0,4.0,-3.6,-4.7,-7.5,-0.2
O=C(CCc1ccccc1Cl)N1CCN(S(=O)(=O)c2ccccc2)CC1,12.3,-2.6,-1.6,2.8,0.7,0.9,-3.9,-11.0,-2.8,-0.1
COc1ccc(O)c(C(=O)CC(=O)c2ccccc2C)c1,50.3,7.8,11.9,-36.2,-2.5,-0.9,.,-1.6,36.2,-1.2
COc1cccc(NC(=O)C2CCCN2S(=O)(=O)c2ccc3c(c2)C(C)(C)C(=O)N3C)c1 (stereo not drawn),-1.3,3.4,-1.3,-62.6,-0.1,-0.6,.,-8.1,62.6,-1.2
Cc1cc(C)c(C)c(S(=O)(=O)Nc2ccc(O)cc2)c1C,.,1.6,-1.2,-4.0,3.1,2.7,.,0.3,4.0,-0.7

# Rows are unselected; overall some 3.6% were active at least once.
